RBBP9 inh: human RBBP9 inhibitors, primary screen, biochemical, fluorescence polarization, FP-Rh probe, HTS | Serine hydrolase RBBP9 (Homo sapiens), O75884 | recombinant RBBP9 | inhibition, % at 7.94 µM | actives 0.2% (n = 220,000) | AID 1515, 2009;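 active = inhibition above the campaign mean of all tested compounds plus 3 SD, cut at about 14% in these data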;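 also: plate controls were DMSO wells with RBBP9 for no effect and wells lacking RBBP9 protein for full effect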
Target sequence (O75884 whole entry, looked up): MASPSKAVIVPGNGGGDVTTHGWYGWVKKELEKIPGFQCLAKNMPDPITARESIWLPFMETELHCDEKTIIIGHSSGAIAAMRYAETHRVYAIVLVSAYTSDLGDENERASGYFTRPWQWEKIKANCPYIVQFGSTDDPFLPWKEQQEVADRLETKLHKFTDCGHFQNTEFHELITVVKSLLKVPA
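Measured by: FP readout at 525/598 nm; material: recombinant human RBBP9; also added: Serine-hydrolase probe FP-Rh, 375 nM pre-mixing; medium: Tris buffer pH 8.0, NaCl, Pluronic; replication: one well per compound; doses: one concentration, 7.94 µM nominal, 0.794% DMSO; timing: preincubation 30 min plus labeling 45 min at 25 °C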
BaF3 parental: parental Ba/F3 cell viability inhibition, counter-screen for JAK2V617F inhibitor project, murine pro-B, CellTiter-Glo luminescence; CellTiter-Glo ATP luminescence; inhibition, % at 5.6 µM; actives 1.1% (n = 220,000);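 active = inhibition above a per-campaign cutoff, the mean inhibition of all tested compounds plus 3 SD, cut at about 27% in these data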;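 also: 0% = DMSO wells and 100% = JAK Inhibitor I control wells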
TbHK1 inh: Trypanosoma brucei hexokinase 1 inhibitors, primary screen, biochemical, G6PDH-coupled NADH absorbance, MLSCN library; inhibition, % at 10 µM; recombinant TbHK1, G6PDH-coupled NADH A340; hexokinase 1 [Trypanosoma brucei]; actives 0.11% (n = 220,000);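 active = inhibition of 50% or more in the single-dose primary screen; inactive = inhibition below 50%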
p97 ATPase inh: inhibitors of human p97 ATPase, primary screen, biochemical. Transitional endoplasmic reticulum ATPase (Homo sapiens), P55072. recombinant p97 ATPase, Kinase-Glo ATP luminescence, 3 h. actives 0.42% (n = 220,000). AID 1481, 2009. inhibition, % at 8 µM; in the data active = inhibition above about 15%;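 also: 0% = DMSO vehicle and 100% = wells lacking enzyme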
p47phox inh: p47phox/p22phox peptide binding inhibitors, primary screen, biochemical, uHTS, NADPH oxidase regulatory subunit; AID 1274, 2008; inhibition, % at 24.7 µM; fluorescence polarization, 2 h; actives 0.53% (n = 220,000);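 active = inhibition above about 30%, limit read from the data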;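 also: 0% = p47phox with labelled peptide and 100% = labelled peptide alone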
Target sequence (P14598 whole entry, looked up): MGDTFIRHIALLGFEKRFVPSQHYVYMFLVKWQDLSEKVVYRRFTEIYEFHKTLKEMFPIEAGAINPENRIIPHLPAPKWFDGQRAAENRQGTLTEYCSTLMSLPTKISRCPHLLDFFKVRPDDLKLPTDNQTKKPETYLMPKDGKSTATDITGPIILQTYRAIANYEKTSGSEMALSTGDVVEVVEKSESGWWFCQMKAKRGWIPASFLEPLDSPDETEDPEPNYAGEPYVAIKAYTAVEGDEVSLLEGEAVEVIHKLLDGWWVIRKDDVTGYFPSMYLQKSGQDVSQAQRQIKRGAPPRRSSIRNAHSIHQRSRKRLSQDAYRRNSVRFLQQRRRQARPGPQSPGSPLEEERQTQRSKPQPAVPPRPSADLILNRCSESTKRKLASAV
Furin inhibitor: human furin inhibitors, primary screen, biochemical, fluorescence intensity; P09958; purified furin, fluorogenic substrate cleavage; inhibition, % at 30 µM; actives 0.061% (n = 220,000); AID 463115, 2010; in the data active = inhibition above about 25%; also: inactives centre near -15
Ba/F3 V617F tox: reduced viability of JAK2V617F-dependent Ba/F3 cells, primary screen, JAK2V617F inhibitor project, cell-based, Ba/F3 EpoR-JAK2V617F, luminescence | ATP luminescence | inhibition, % at 5.6 µM | actives 1.1% (n = 220,000);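 active = inhibition above the campaign mean plus 3 SD over all tested compounds, cut at about 24% in these data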;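 also: cytokine-independent growth of Ba/F3 cells driven by EpoR plus mutant JAK2; 0% = DMSO-treated cells and 100% = JAK inhibitor I control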
PPC-1+TRAIL kill: compounds killing PPC-1 cancer cells with TRAIL present, primary screen, TRAIL potentiator project, ATPLite luminescence, uHTS | cell killing (% activity), % at 4 µM | actives 0.41% (n = 220,000) | PPC-1 cells + TRAIL, ATPLite viability luminescence;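 active = cell killing above 50% in the first pass at 4 µM, then a duplicate retest at 5 µM averaging 50% or more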;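 also: plate controls were cells with TRAIL plus DMSO for no effect and medium-only wells lacking cells for full effect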
PGE2 EP2 inh: human EP2 receptor antagonists, primary screen, TR-FRET cAMP, C6 glioma cells | Prostaglandin E2 receptor EP2 subtype (Homo sapiens), P43116 | C6 glioma cells expressing human EP2; cells stimulated with saturating PGE2 | inhibition, % at 25 µM | actives 0.52% (n = 260,000) | AID 1422, 2008;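 active = percent inhibition above 40 after rounding to a whole number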;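 also: rat C6 glioma host cells with rolipram phosphodiesterase inhibitor present; the protocol text gives 20 µM as final concentration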
Target sequence (P43116 whole entry, looked up): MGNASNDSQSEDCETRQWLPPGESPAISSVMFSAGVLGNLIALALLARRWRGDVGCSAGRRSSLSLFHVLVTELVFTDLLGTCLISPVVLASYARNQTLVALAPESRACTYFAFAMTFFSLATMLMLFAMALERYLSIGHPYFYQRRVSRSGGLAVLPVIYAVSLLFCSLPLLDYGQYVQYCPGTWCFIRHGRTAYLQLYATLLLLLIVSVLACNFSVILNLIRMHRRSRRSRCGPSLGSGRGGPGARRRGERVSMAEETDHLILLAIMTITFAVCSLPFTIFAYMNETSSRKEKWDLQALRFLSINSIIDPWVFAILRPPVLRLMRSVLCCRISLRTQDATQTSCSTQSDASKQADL
* = called active by the depositor; nt = no result given; & = joins results of further samples; [ ] = dose if it differs, or a comment.

Structure	RBBP9 inh	BaF3 parental	TbHK1 inh	p97 ATPase inh	p47phox inh	Furin inhibitor	Ba/F3 V617F tox	PPC-1+TRAIL kill	PGE2 EP2 inh
CC(Oc1ccc(Cl)cc1Cl)C(=O)Nc1ccc(O)cc1 (stereo unspecified)	-3	7	7	4	-7	-14	3	8	4
COc1ccccc1NC(=S)NC(=O)/C=C/c1cccs1	-14	5	-11	4	-26	-9	1	3	11
COc1cccc(CN2C(=O)CN(C3CCCCC3)C(=O)C2c2ccc(F)cc2)c1 (stereo unspecified)	-4	5	5	-3	-14	-22	-2	-6	5
CCC1CCCCN1C(=O)Cn1c(=O)n(CCC(=O)NCc2ccco2)c(=O)c2sccc21 (stereo unspecified)	-3	0	6	0	-6	-10	-3	11	3
O=C(/C=C/c1ccccc1)N(Cc1cccc(Cl)c1)C1CCS(=O)(=O)C1 (stereo unspecified)	0	-4	-2	1	-5	-22	-3	-11	6
COC(=O)c1[nH]c2ccc(Br)cc2c1NC(=O)CN1CCN(C2CCCCC2)CC1	-9	11	-12	-12	-14	-17	46*	16	5
O=C1C(C=NCc2cccnc2)=C(O)c2ccccc21	2	0	-56	-9	4	8	1	-7	14
Cc1ccc(C(=O)NC2CCCc3ccccc32)o1 (stereo unspecified)	12	2	-2	1	-10	25*[20 µM]	0	-4	9
CCC(NC(=O)c1cccc(Cn2cc([N+](=O)[O-])cn2)c1)c1ccc(C(C)C)cc1 (stereo unspecified)	-9	5	7	1	-11	-4[20 µM]	1	9	4
CCOP(=O)(OCC)C(NC(=O)c1cc([N+](=O)[O-])cc([N+](=O)[O-])c1)C(F)(F)F (stereo unspecified)	2	4	-7	2	2	-25	-1	-12	7

Only PPC-1+TRAIL kill, for some of the entries so far:
smiles,PPC-1+TRAIL kill
CC(Oc1ccc(Cl)cc1Cl)C(=O)Nc1ccc(O)cc1 (stereo unspecified),8
COc1ccccc1NC(=S)NC(=O)/C=C/c1cccs1,3

Continued:
Structure	RBBP9 inh	BaF3 parental	TbHK1 inh	p97 ATPase inh	p47phox inh	Furin inhibitor	Ba/F3 V617F tox	PPC-1+TRAIL kill	PGE2 EP2 inh
CC(C)NCC(O)COC1C2CC3CC(C2)CC1C3 (stereo unspecified)	9	6	-2	1	nt	-30	0	-4	3
Cc1ccc(C)c(CN2C(=O)COc3ccc(C(=O)c4ccccc4C(=O)O)cc32)c1	-13	10	11	-1	-7	-2	2	18	6
C=CCn1c(=S)sc2c(=O)[nH]cnc21	-7	-1	-51	-1	-1	-6	0	8	12
O=C(CSc1nc2ncc(Cl)cc2[nH]1)NC1CCS(=O)(=O)C1 (stereo unspecified)	-4	0	-7	2	-1	-23	-3	24	3
CS(=O)(=O)N1CCN(c2ccc(NC(=O)c3ccc(Br)o3)cc2)CC1	0	1	5	3	-9	-10[20 µM]	1	2	11
CC(C)Oc1ccc(C(=O)N/N=C/c2ccc(-c3ccc(S(=O)(=O)Nc4ncccn4)cc3)o2)cc1	-7	6	-42	1	-30	-23[20 µM]	3	12	16
Cc1nc2cc(NC(=O)N3CC4(C)CC3CC(C)(C)C4)ccc2n1C (stereo unspecified)	-5	1	-6	-7	3	-17[20 µM]	0	4	8
O=C(O)CCCC(=O)Nc1ccc(Cl)cc1	-1	1	1	7	-5	-14	-2	1	5
Cc1cccc2cc(CN(Cc3nnnn3Cc3ccco3)C3CCCC3)c3nnnn3c12	-4	1	3	2	-20	10[20 µM]	-2	4	12
Cc1cc(-c2ccccc2)nc(N2CCC(C(=O)NC34CC5CC(CC(C5)C3)C4)CC2)n1	-9	5	-8	4	-8	-21[20 µM]	-1	2	30&2
O=C1CCC([N+](=O)[O-])C(c2cccc([N+](=O)[O-])c2)N1 (stereo unspecified)	-3	9	-3	0	-8	-32	2	nt	8
CCCCOC(=O)CCN1C(=O)/C(=C2\SC(=S)N(CCC(=O)OCCCC)C2=O)SC1=S	-6	4	33	3	-89	-11	-3	2	5
CC(=O)C1=C(NC(=O)c2ccc(F)cc2)CC2C1C2(C)C (stereo unspecified)	-15	4	-8	-10	-11	0[20 µM]	4	16	14
O=C(Oc1cccc(/C=N/Nc2nc(Nc3ccccc3)nc(N3CCOCC3)n2)c1)c1ccco1	-27	8	0	6	-9	-17	-4	35	20
O=c1c2ccccc2oc2nc3n(c(=O)c12)CCCS3	-6	-1	-31	5	-6	1	-2	3	8
OC(Cn1nnc2ccccc21)Cn1c(C(F)(F)F)nc2ccccc21 (stereo unspecified)	-2	6	5	-3	0	-12	3	11	15
CC(C)c1cccc(O)c(=O)c1	1	2	-6	4	2	-21	-1	18	19&14
O=C(NNc1c2ccccc2nc2ccccc12)c1cccc(O)c1	0	9	-8	5	-25	0	3	-7	17
Cc1cc(NC(=O)c2cc(C)on2)n(-c2ccccc2)n1	-8	2	2	-4	-1	-5	2	13	6
COC(=O)c1c(-c2ccccc2)csc1NC(=O)C1CC=CCC1C(=O)O (stereo unspecified)	-8	2	8	-5	-1	-17	3	11	9
O=c1/c(=C/c2ccco2)sc2n1CN(c1ccccc1)CN=2	5	4	-48	6	-10	-12[20 µM]	0	4	15
Cc1ccc(CNC(=O)CC2Sc3ccccc3NC2=O)cc1 (stereo unspecified)	4	1	-3	4	-11	-27	-4	-2	11
O=C(O)CC/C(=N/NC(=O)c1cccs1)c1ccccc1	-8	6	-4	-6	5	-9	3	6	9
CCO[C@H]1OC(C(=O)N2CCCCCCC2)=C[C@@H](c2coc3ccccc3c2=O)[C@@H]1CCCO	-2	-1	-12	0	nt	-31	-2	-4	nt
COCc1ccc(CN2CCCC(CO)(Cc3ccccc3C)C2)o1 (stereo unspecified)	-2	4	6	-2	-1	-17	3	5	15
CCN1CCN(c2ccc(N=Cc3ccccc3O)cc2)CC1	-5	8	-13	-2	0	-11	1	0	7
CC1CCCCN1S(=O)(=O)c1ccc(S(=O)(=O)N2CCN(c3ccccc3)CC2)cc1 (stereo unspecified)	0	4	3	3	-6	-17[20 µM]	-2	27	3
Nc1cc(-c2cccc(Br)c2)nn1Cc1ccccc1	-8	3	5	-4	-17	-1	1	10	3
CCOCCOC(=O)c1[nH]c2c(c1C)C(=O)CC(c1ccc(N(C)C)cc1)C2 (stereo unspecified)	-8	4	1	-3	-8	-7	-2	21	6
Cc1ccc2nc(/C(C#N)=C\c3cc(C)n(-c4cccc([N+](=O)[O-])c4)c3C)[nH]c2c1	6	4	-22	6	-13	-7[20 µM]	-2	-26	8
Cc1ccccc1NC(=S)NCCc1c[nH]c2ccccc12	-5	8	30	-5	-17	3	2	19	16
COC(=O)C1=C(CSc2nc3ccccc3s2)NC(=O)NC1c1ccc(F)cc1 (stereo unspecified)	-7	3	-1	-1	-6	-7	-3	-8	5
Cc1ccc(-n2c(N)c(-c3nc4ccccc4n3C)sc2=S)cc1	10	4	-4	4	-19	18[20 µM]	-1	23	6
CCCc1ncc(C(O)c2cccc3ccccc23)n1C (stereo unspecified)	-1	0	4	0	-4	-16[20 µM]	-2	36	12
CCCN(CC1CC1)C(=O)CSc1nnc(-c2cc(-c3cccs3)nc3ccccc23)o1	-13	8	-1	-3	-19	-10[20 µM]	5	-3	17
N#Cc1c(Nc2ccccc2Cl)s[nH]c1=O	-3	-1	-7	12	-2	-4	-2	6	19
CN(/N=C/Cc1nnnn1-c1ccc(Cl)cc1)c1ccccc1	-3	1	8	2	-8	-11	0	6	15
Cn1c(=O)oc2cc(S(=O)(=O)NCCN3CCN(c4ccccc4)CC3)ccc21	-3	9	0	3	-15	-27	0	-9	11
CCCC1=C(C(=O)OCC)C(c2c(C)nn(-c3ccccc3)c2Cl)C(C#N)=C(N)O1 (stereo unspecified)	6	2	-13	-2	-11	-11[20 µM]	1	4	12
Cc1cc(C)nc(N/C(=N\S(=O)(=O)Cc2ccccc2)Nc2cccc(Cl)c2C)n1	1	1	-1	2	-9	-12	-4	-13	4
Cn1c(N)c(C(=O)COC(=O)[C@H](Cc2ccccc2)N2C(=O)c3ccccc3C2=O)c(=O)n(C)c1=O	-8	7	-13	-4	-8	-16	-2	-3	10
O=C(NC1CCc2ccccc21)c1cc(COc2ccc(F)cc2Cl)on1 (stereo unspecified)	-2	10	-1	-1	2	-22	0	13	5
CCCCCC1CC(=O)N(Cc2ccccc2)C(=O)N1 (stereo unspecified)	-6	1	-9	-4	1	-21	-3	18	13
CSc1ccccc1-c1nnc(-c2ccc(Cl)cc2)o1	-4	8	-8	-8	5	-18[20 µM]	3	16	17
CCCCNC(=O)C1CC(=O)N(CCC(C)C)C1 (stereo unspecified)	-7	3	-3	1	nt	-27	0	-4	17
Cc1ccc(S(=O)(=O)N2CCC(NC(=O)c3ccccc3)CC2)cc1	1	90*	-1	6	3	-25	-1	8	2
CCOCCCNC(=S)N1CCCN(c2nc3cc(C)c(C)cc3cc2C#N)CC1	5	11	-2	-2	-15	-18	4	9	7
COc1ccc(/C=C/C(O)=C(\C#N)c2nnc(N3CCOCC3)n2-c2ccccc2)cc1OC	4	13	6	-2	2	-4	8	5	6
CCNC(=O)O/N=C(\C)c1sc(-c2ccccc2)nc1C	-3	2	-8	-1	-8	1[20 µM]	-4	30	7
Cc1ccc(N(CC(=O)Nc2cc(C)cc(C)c2)S(=O)(=O)c2cccc3nonc23)cc1	-3	4	-6	3	-22	-19[20 µM]	2	21	8

(further entries)
Structure	RBBP9 inh	BaF3 parental	TbHK1 inh	p97 ATPase inh	p47phox inh	Furin inhibitor	Ba/F3 V617F tox	PPC-1+TRAIL kill	PGE2 EP2 inh
COc1ccc(/C=C/C(=O)c2ccccc2)c(OC)c1	-1	5	-8	1	11	7	-4	22	6
Cc1ccc(-c2csc(N=C(N)N)n2)cc1	-4	-1	-7	-1	-12	-28	0	1	8
CCCOc1ccccc1NC(=O)c1c(-c2ccccc2)noc1C	1	-1	-7	-2	-11	-8	-3	33	22
COCCNC(=O)c1cc2cc(Br)cc(OC)c2oc1=O	-4	0	-5	1	-7	-28[20 µM]	0	12	9
CC(C)CCN(CCC(C)C)C/C(O)=C(\C#N)c1nc(-c2ccccc2)cs1	-8	4	-30	0	-29	-9[20 µM]	-1	22	11
Cc1ccc(S(=O)(=O)NCC(=O)OCC(=O)c2c(N)n(C)c(=O)n(C)c2=O)cc1	-5	4	-1	6	-12	-27	-4	12	3
COc1ccc(-n2c(C)cc(/C=C3\SC(=S)N(Cc4ccco4)C3=O)c2C)cc1	-3	9	-10	0	-86	8	3	-19	7
Cc1ccc(C(=O)CSc2cc(C)nc(SCC(=O)c3ccccc3)n2)cc1	-9	-1	11	-5	-12	-6[20 µM]	-4	0	11
N#Cc1c(Cl)cccc1-n1ccnc1	-2	13	12	-3	15	-6	12	-3	4

The list is partial; the hit share may differ from the screen's.
